Screens: PubChem, several laboratories
TLR9-MyD88 block – inhibitors of TLR9-MyD88 association in cells, primary screen, cell-based, CHO, BLA complementation, fluorescence. CCF4 FRET ratio. inhibition, % at 4.98 µM. hit rate 0.21% among 340,000;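 active = inhibition above the mean over all tested compounds plus 3 SD, cut at about 21% in these data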;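 also: 0% = DMSO only wells and 100% = clavulanate BLA inhibitor control wells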
SRC3 inh – SRC3 coactivator transcriptional activity inhibitors, primary screen, cell-based, luminescence | Nuclear receptor coactivator 3 (Homo sapiens), Q9Y6Q9 | HEK293 GAL4-SRC3 luciferase reporter | inhibition, % at 3.6 µM | hit rate 0.17% among 360,000;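 active = inhibition above a per-campaign cutoff, the mean of all compounds plus 3 SD, cut at about 60% in these data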;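 also: 0% = DMSO-treated cells and 100% = gossypol-treated cells at 36 µM; higher means less SRC3-driven luciferase light from the GAL4 reporter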
Target sequence (Q9Y6Q9 whole entry, looked up, the tested form may be a part): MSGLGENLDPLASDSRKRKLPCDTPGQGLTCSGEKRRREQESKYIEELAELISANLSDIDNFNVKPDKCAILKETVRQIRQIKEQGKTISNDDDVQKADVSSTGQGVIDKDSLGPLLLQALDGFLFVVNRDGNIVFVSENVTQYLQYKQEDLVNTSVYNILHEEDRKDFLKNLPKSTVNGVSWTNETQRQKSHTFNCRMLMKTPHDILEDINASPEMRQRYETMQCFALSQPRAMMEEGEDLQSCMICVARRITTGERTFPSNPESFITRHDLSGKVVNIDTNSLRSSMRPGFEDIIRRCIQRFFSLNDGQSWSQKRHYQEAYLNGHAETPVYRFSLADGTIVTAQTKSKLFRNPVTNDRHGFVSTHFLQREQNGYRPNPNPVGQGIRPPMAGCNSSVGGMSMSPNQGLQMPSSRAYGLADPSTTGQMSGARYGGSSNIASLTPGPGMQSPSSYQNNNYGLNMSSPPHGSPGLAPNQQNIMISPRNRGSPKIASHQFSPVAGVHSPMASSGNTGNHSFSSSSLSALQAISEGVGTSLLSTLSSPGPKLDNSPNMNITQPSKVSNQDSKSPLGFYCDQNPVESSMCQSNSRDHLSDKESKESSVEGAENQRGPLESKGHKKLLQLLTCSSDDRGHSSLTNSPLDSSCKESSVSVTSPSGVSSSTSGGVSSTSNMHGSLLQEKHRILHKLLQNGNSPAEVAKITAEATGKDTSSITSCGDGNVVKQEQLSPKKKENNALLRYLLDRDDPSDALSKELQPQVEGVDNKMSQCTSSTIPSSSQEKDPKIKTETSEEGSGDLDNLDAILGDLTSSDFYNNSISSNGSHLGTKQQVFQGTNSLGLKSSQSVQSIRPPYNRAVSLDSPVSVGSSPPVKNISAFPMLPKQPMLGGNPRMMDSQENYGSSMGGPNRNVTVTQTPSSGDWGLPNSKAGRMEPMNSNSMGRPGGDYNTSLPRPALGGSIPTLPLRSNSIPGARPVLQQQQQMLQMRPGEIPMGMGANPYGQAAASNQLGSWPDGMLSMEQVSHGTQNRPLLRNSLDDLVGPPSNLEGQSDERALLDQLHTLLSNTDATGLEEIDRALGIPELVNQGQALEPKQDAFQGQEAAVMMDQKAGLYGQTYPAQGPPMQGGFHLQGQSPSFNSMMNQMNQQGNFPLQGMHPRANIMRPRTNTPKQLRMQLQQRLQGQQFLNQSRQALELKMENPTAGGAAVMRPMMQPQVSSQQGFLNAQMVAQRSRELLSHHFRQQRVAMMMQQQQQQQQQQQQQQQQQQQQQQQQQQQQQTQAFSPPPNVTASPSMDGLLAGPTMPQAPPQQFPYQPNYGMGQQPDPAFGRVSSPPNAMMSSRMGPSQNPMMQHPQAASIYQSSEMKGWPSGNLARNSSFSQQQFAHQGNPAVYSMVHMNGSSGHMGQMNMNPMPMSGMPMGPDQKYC
TWEAK Fn14 block – inhibitors of TWEAK-Fn14 signaling, primary screen, luciferase reporter cells, uHTS | TWEAK-stimulated Fn14 reporter cells, luciferase luminescence, 8 h | inhibition, % at 10 µM | hit rate 2% among 360,000 | AID 1159606, 2016; in the data active = inhibition above about 50%
TROY signal inh – inhibitors of TROY-driven NF-kB signaling, primary screen, Q293 LMP1-TROYcd cells, NF-kB luciferase, uHTS. AID 1347056, 2019. inhibition, % at 10 µM. Q293 LMP1-TROYcd NF-kB luciferase reporter, 4 h. hit rate 0.98% among 360,000;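 active = compounds whose plate-normalised and pattern-corrected inhibition of the luciferase reporter signal at the single screening dose is 50% or more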
NOD2-RIPK2 inh – NOD2-RIPK2 binding disruptors in cells, primary screen, fluorescence, CHO cells, BLA complementation | Receptor-interacting serine/threonine-protein kinase 2 (Homo sapiens), O43353 | CCF4 ratio | inhibition, % at 4.98 µM | hit rate 0.38% among 360,000 | AID 624267, 2012; in the data active = inhibition above about 21%;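 also: 0% = vehicle only and 100% = reference blocker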
COUP-TFII inh – NR2F2 transcriptional activity inhibitors, primary screen, cell-based, luciferase reporter, HEK293T, luminescence | inhibition, % at 8.6 µM | HEK293T NGFI-A luciferase reporter | COUP transcription factor 2 (Homo sapiens), P24468 | hit rate 0.7% among 370,000;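 active = inhibition above a per-plate cutoff, mean inhibition of test wells between control levels plus 3 SD, cut at about 38% in these data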;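 also: cells cotransfected with COUP-TFII expression vector driving the NGFI-A reporter; 0% = median of COUP-TF2 test wells and 100% = reporter-only cells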
TRAIL sens C8 – viability loss with TRAIL in NB7+C8 cells, primary screen, TRAIL sensitizer project, cell-based, ATPlite luminescence. inhibition (viability loss, TRAIL sensitization), % at 10 µM. hit rate 1% among 360,000;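 active = compounds causing at least 50% loss of cell viability in the single-dose screen, relative to plate controls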
LRH-1 inv ag – LRH-1 (NR5A2) inverse agonists, primary screen, cell-based, luminescence, HEK293T, StAR-luciferase reporter; hit rate 0.13% among 360,000; LRH-1 transfected, 24 h; inhibition, % at 3.6 µM;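 active = inhibition above the mean inhibition of all tested compounds plus 3 SD, cut at about 73% in these data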;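 also: 0% = DMSO wells and 100% = reporter-only cells lacking LRH-1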
SRC1 inh – SRC1 coactivator transcriptional activity inhibitors, primary screen, cell-based, luminescence; Nuclear receptor coactivator 1 (Homo sapiens), Q15788; HEK293 GAL4-SRC1 luciferase reporter; inhibition, % at 3.6 µM; hit rate 0.12% among 360,000; AID 588354, 2011;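 active = inhibition above the campaign mean plus 3 SD, with each screening campaign given its own cutoff, cut at about 60% in these data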;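 also: 0% = DMSO treated cells and 100% = gossypol at 36 µM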
LMP1 NFkB inh – EBV LMP1-driven NF-kappaB luciferase reporter inhibitors, primary screen, cell-based, luminescence, single point. LMP1-induced NF-kappaB luciferase reporter cells. inhibition, % at 12.5 µM. hit rate 0.69% among 350,000. AID 504558, 2011; in the data active = inhibition above about 41%;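 also: 0% = neutral control wells and 100% = reference inhibitor control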
NCOA2 inhibitor – inhibition of GAL4-SRC2 driven luciferase reporter, primary screen, SRC2 inhibitor project, cell-based, luminescence; inhibition, % at 9 µM; hit rate 0.17% among 370,000; HEK293 GAL4-SRC2 luciferase reporter; Nuclear receptor coactivator 2 (Homo sapiens), Q15596;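 active = inhibition above the mean inhibition of all tested compounds plus 3 SD, set per campaign, cut at about 52% in these data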;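 also: 0% = DMSO treated cells and 100% = cells given Gossypol at 36 µM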
An asterisk follows results filed as active; nt = no result given. An excerpt, so the mix of outcomes need not match the whole.

SMILES	TLR9-MyD88 block	SRC3 inh	TWEAK Fn14 block	TROY signal inh	NOD2-RIPK2 inh	COUP-TFII inh	TRAIL sens C8	LRH-1 inv ag	SRC1 inh	LMP1 NFkB inh	NCOA2 inhibitor
COc1ccc2c(=O)c(-c3ccccc3)c(C)oc2c1	2	-34	-7	-30	5	-34	1	-45	-30	4	-50
COc1cccc2c(Cl)c(CCCl)c(C)nc12	4	2	4	-7	3	13	5	0	-22	-22	-3
COc1ccc(OC)c(NC(=O)Cn2c(=O)n(CC3CCCO3)c(=O)c3cc(OC)c(OC)cc32)c1 (centres undefined)	8	-4	-48	1	-11	6	1	26	-4	-11	-20
Cc1ccc(S(=O)(=O)N(C)C)cc1NC(=O)COC(=O)CN1C(=O)c2ccccc2C1=O	-4	5	-2	2	3	-13	-10	3	-1	4	-6
c1coc(CNCc2cccs2)c1	-3	18	-7	-9	1	1	-12	15	-5	-9	-6
CC(=O)C1=C(O)C(=O)N(CCc2c[nH]c3ccccc23)C1c1ccccc1 (centres undefined)	0	-4	-2	8	13	6	-8	-4	1	5	-9
COc1ccc(CNc2ncc(-c3ccc(F)cc3)n2C)c2ccccc12	-11	14	58*	1	-9	5	-6	-15	26	19	82*
CC(=O)NNc1ccc(C(F)(F)F)cc1[N+](=O)[O-]	0	13	19	-10	-20	-5	2	-3	-1	-15	5
COc1ccccc1NC(=O)NCC1(N(C)C)CCCCC1	5	21	-16	1	-7	-13	9	9	-14	0	-6
CC(C)(C)N(Cc1ccccc1)C(=O)COC(=O)c1ccc([N+](=O)[O-])o1	-10	-5	14	-7	7	9	6	18	-3	1	7
COC1=C/C(=C/c2c(N)n3nc(CC(=O)N4CCCCC4)sc3nc2=O)C=CC1=O	0	10	10	-10	-6	nt	-10	11	10	nt	nt
Cc1ccc(S(=O)(=O)N2CCN(C(=O)c3ccc(-n4cncn4)c([N+](=O)[O-])c3)CC2)cc1C	10	30	0	0	3	18	-14	2	12	8	10
COc1cc(C2Nc3ccc4ncccc4c3C3=C2C(=O)CC(C)(C)C3)cc(OC)c1O (centres undefined)	3	-22	12	-13	-3	-47	-22	-16	-80	-152	-90
CCCC[n+]1c(C)sc2ccc(C)cc21	-8	5	7	4	-5	-7	6	14	5	-3	-2
O=C(CS(=O)(=O)c1ccccc1)NCc1ccc(Cl)cc1	-8	2	-5	-4	0	-7	-26	11	6	1	-14
c1ccc(-c2nc3cc4ccccc4cc3[nH]2)nc1	-3	-100	6	-37	1	-3	86*	-124	-120	16	-7
CCc1ccc(NCCC(=O)c2ccc(Cl)cc2)cc1	2	17	-12	-12	-21	-12	-6	0	5	-5	-10
CCOC(=O)/C(C#N)=C/c1cc2cc(C)c(C)cc2nc1Cl	7	-26	-2	-34	7	-1	10	-10	-18	-7	-4
COc1ccc(OC)c(NC(=O)c2cc(-c3cc(F)ccc3OCC3CCCO3)n[nH]2)c1 (centres undefined)	nt	1	35	22	-1	87*	31	18	22	nt	75*
CCn1c(SCC(=O)N2CCCCCC2)nc2c([nH]c3ccccc32)c1=O	-13	1	9	12	3	4	1	18	10	4	7

Retrieved by structure from the list above, two records:
SMILES	TLR9-MyD88 block	SRC3 inh	TWEAK Fn14 block	TROY signal inh	NOD2-RIPK2 inh	COUP-TFII inh	TRAIL sens C8	LRH-1 inv ag	SRC1 inh	LMP1 NFkB inh	NCOA2 inhibitor
Cc1ccc(S(=O)(=O)N2CCN(C(=O)c3ccc(-n4cncn4)c([N+](=O)[O-])c3)CC2)cc1C	10	30	0	0	3	18	-14	2	12	8	10
CC(=O)C1=C(O)C(=O)N(CCc2c[nH]c3ccccc23)C1c1ccccc1 (centres undefined)	0	-4	-2	8	13	6	-8	-4	1	5	-9

Following part
SMILES	TLR9-MyD88 block	SRC3 inh	TWEAK Fn14 block	TROY signal inh	NOD2-RIPK2 inh	COUP-TFII inh	TRAIL sens C8	LRH-1 inv ag	SRC1 inh	LMP1 NFkB inh	NCOA2 inhibitor
O=C(CN1CCN(c2ccccn2)CC1)NCc1cccs1	2	2	-11	5	2	3	7	0	0	3	12
CC(C)N1C(=O)C2C(c3ccccc3O)NC(C)(C(=O)O)C2C1=O (centres undefined)	11	9	7	-16	-23	3	3	4	-3	8	-14
Cc1c(C(=O)N2CCOCC2)c(S(=O)(=O)Nc2ccc(Br)cc2F)c(C)n1C	-11	9	19	3	-6	-28	-12	8	10	-3	2
COc1cccc(-c2cnc3c(NC(C)=O)cc(-c4ccsc4)cn23)c1	nt	-19	10	0	5	-2	-11	-22	-8	nt	-10
O=C(OCCN(C1=NS(=O)(=O)c2ccccc21)c1ccccc1Cl)c1ccc(Cl)cc1	0	-4	9	23	-3	-16	2	7	9	2	8
O=C(Nc1cnn(Cc2ccc(F)cc2)c1)C(c1ccccc1)c1ccccc1	0	0	23	16	-2	-13	-1	1	0	-2	-7
COc1ccc(N=Nc2c(-c3ccc(OC)cc3)[nH]oc2=O)cc1	-4	-1	-16	-4	-8	11	7	18	-10	0	-12
CCOC(=O)CCC(=O)N(CCN(C(=O)CCC(=O)OCC)c1ccccc1)c1ccccc1	-4	27	7	0	-3	-1	1	0	-12	-4	-22
O=C(O)c1ccc2c(c1)NC(=O)C(N1CCCC1)S2 (centres undefined)	4	8	9	0	2	-4	4	-8	-2	5	-16
CN1CCN(c2ccc([N+](=O)[O-])cc2NC(=O)c2ccccc2Cl)CC1	0	18	2	4	-6	nt	-10	10	-13	4	nt
COc1cccc(C(=O)NCC2CCN(c3ccc(S(=O)(=O)N4CCOCC4)cc3)CC2)c1	5	12	8	25	4	10	-4	0	-1	8	-13
CCC(CO)Oc1cc(NC(=O)c2ccc([N+](=O)[O-])cc2)c2ncn(C(C)C)c2c1 (centres undefined)	1	3	-19	3	6	-7	3	-21	-4	-2	4
COc1cccc(NC(=O)CN(C)S(=O)(=O)/C=C/c2ccccc2)c1	-1	-11	5	4	-2	3	10	-18	-3	38	-10
CCN1CCN(c2cc3nc(C)n(Cc4ccccc4)c(=O)c3cc2NC(=O)c2ccccc2F)CC1	5	4	-39	-6	3	1	-3	15	-15	3	-9
CCCCN(CC)CCNC(=O)CCNC(=O)Cn1ccc2ccccc2c1=O	3	5	-3	4	0	-10	-11	4	7	1	-10
Cc1ccc(C)c(C(C)NC(=S)NCc2ccc(F)cc2)c1 (centres undefined)	-3	5	-3	8	3	19	-17	-5	15	7	7
COc1ccc(C2NN=C(c3c[nH]c4ccccc34)C2O)cc1 (centres undefined)	9	-33	-13	-32	-13	-6	3	-78	-15	-3	-22
CN1CCN(CC(=O)Nc2ccc(Oc3ccccc3)cc2)CC1	4	8	11	-25	-25	-6	5	-2	-6	-6	-6
CC(C)CCn1nnnc1C(c1ccccc1F)N1CCC(C(N)=O)CC1 (centres undefined)	-1	12	-13	-16	3	3	15	-8	1	2	-20
CCN(CC)S(=O)(=O)c1ccc(OC)c(NC(=O)C(C)Oc2ccc3c(C)cc(=O)oc3c2)c1 (centres undefined)	-7	-11	-9	-3	0	11	9	15	-13	3	14
Cc1cc(C)c(OCCCCN2CCNCC2)c(C)c1	-4	-4	18	-4	-9	9	10	10	-20	-6	-4
CN1C(=O)[C@H]2[C@@H](c3ccc(F)cc3)N3C(=O)c4ccccc4NC(=O)[C@@]3(C)[C@H]2C1=O	5	-7	14	5	22*	nt	-11	6	2	1	nt
O=C(NCc1ccc2c(c1)OCO2)C1(S(=O)(=O)c2ccccc2)CC1	-4	4	1	16	3	-2	-2	-4	-2	-6	9
Nc1nnc(Sc2ncccc2[N+](=O)[O-])s1	-10	13	3	-7	4	-9	-2	8	4	-10	10
C(CCCN1CCCCC1)CCN1CCCCC1	-6	1	-15	6	-17	-4	-26	4	7	-12	8
C[C@]1(CC/C(=C/CO)CO)[C@H](CO)CC[C@@]23COC(=O)C2=CCC[C@@H]31	-2	8	-27	-2	7	-3	-4	-3	-5	-1	-26
CNC(=O)C(=O)NCC1OCCN1S(=O)(=O)c1ccc([N+](=O)[O-])cc1 (centres undefined)	-9	13	13	5	0	-3	5	-7	7	2	-21
COc1ccc(S(=O)(=O)N2CCN(Cc3cccc(Cl)c3)CC2)cc1	-5	-3	-13	8	-7	-11	-12	-19	7	0	-10
Cc1ccc(Nc2cc(-n3nc(C)cc3C)ncn2)c(C)c1	-8	2	6	4	0	25	7	-12	-1	-13	-15
Fc1ccccc1OCCn1c(=S)[nH]c2ccccc21	-10	-7	-19	-9	-10	-5	1	-35	-16	2	-1
O=C(COc1ccccc1)Nc1ccc(-c2nnc(-c3ccco3)o2)cc1	5	-81	-14	-40	9	-18	11	-71	-92	-18	-42
CN(Cc1ccccc1)C(=O)COC(=O)/C=C/c1ccc2c(c1)OCO2	1	-12	-26	-37	2	7	-11	26	2	-29	-3
C=CCNCCCOc1ccc(C(C)(C)c2ccccc2)cc1	-3	2	5	0	-2	-20	14	-9	5	-24	11
COCCOC(=O)c1[nH]c2c(c1C)C(=O)CC(c1cc(OC)c(OC)c(OC)c1)C2 (centres undefined)	-1	16	19	6	-9	36	3	19	-26	10	11
CCCCCCCCN1C(=O)[C@H](CC(=O)NCC2CCCCC2)C[C@@]2(C(=O)OC)CCCCC=C12	nt	nt	-7	-15	-8	10	9	16	nt	nt	-1
CC(C)(C)NC(=O)COc1ccc2oc3c(c2c1)CCCC3	-3	-16	12	-23	-2	6	8	-20	7	3	11
O=C1CC(NS(=O)(=O)c2cccnc2)CN1c1ccccc1 (centres undefined)	-6	-2	23	-6	-1	-3	14	-15	-6	-3	-4
COc1ccc(N2CCN(C(c3ccccc3OC)c3nnnn3Cc3ccco3)CC2)cc1 (centres undefined)	-12	10	7	-9	-3	13	5	8	1	-4	-2
COc1ccccc1N1CC(C(=O)OCc2nc(N)nc(Nc3ccccc3)n2)CC1=O (centres undefined)	10	-5	-21	7	0	17	-2	5	-5	-3	-37
O=C(CN(Cc1ccc(Br)cc1)S(=O)(=O)c1ccccc1)NCc1ccccn1	9	-11	-4	-11	0	5	-2	4	0	4	2
Cn1c(Cc2cccc3ccccc23)nnc1SCc1ccc([N+](=O)[O-])cc1	-3	16	5	-3	1	-16	-2	3	-14	-1	-15
C#CCOCCOCCOCCNc1nc(N2CCN(C(=O)CCCCCCCCCCNC(=O)[C@H](CO)n3cc(CCCSC)nn3)CC2)nc(N2CCN(C(=O)CCCCCCCCCCNC(=O)[C@H](CCCCN)n3cc(CCO)nn3)CC2)n1	-5	0	-10	-5	7	5	-6	-15	-9	4	-20
Brc1cc(/C=N/n2cnnc2)oc1Br	3	-11	-21	4	-7	2	-7	-15	-5	-12	9
O=C(N/N=C/c1ccc(Cl)cc1)C1CC12CCC2 (centres undefined)	-12	-27	-20	-58	-1	-36	-2	-15	-43	-25	-1
CCOc1ccc(-c2noc(=O)[nH]2)cc1	-5	-18	-7	-25	1	16	-2	15	-9	-2	4
